High-throughput results: PubChem BioAssay, several laboratories
zVAD death inh = blocks zVAD induced death of L929 cells. 220,000 compounds, 0.38% hits. viability rescue, % at 10 µM. L929 zVAD necroptosis rescue, ATP luminescence, 24 h; with zVAD 60 µM. AID 1377;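 active = activation, scaled between plate controls, above about 75%, limit read from the data; inactive = activation under that limit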;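 also: 0% = zVAD with DMSO and 100% = DMSO alone without zVAD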
Runt-SMMHC FRET = Runt domain-CBFb-SMMHC interaction inhibition. Q01196+Q13951. Cerulean-Runt/Venus-CBFb-SMMHC FRET ratio 530/480, 1 h. inhibition, % at 20 µM. 220,000 compounds, 0.74% hits. AID 1434;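 active = mean inhibition across duplicate retests at 20 µM reaching about 50%, limit read from the data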;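 also: 0% = DMSO wells and 100% = wells with excess untagged CBFb-SMMHC; inhibitors lower the FRET ratio by blocking Runt binding to CBFb-SMMHC; some results filed as inactive read as strong as hits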
Target sequence (Q01196 whole entry, looked up, the tested form may be a part): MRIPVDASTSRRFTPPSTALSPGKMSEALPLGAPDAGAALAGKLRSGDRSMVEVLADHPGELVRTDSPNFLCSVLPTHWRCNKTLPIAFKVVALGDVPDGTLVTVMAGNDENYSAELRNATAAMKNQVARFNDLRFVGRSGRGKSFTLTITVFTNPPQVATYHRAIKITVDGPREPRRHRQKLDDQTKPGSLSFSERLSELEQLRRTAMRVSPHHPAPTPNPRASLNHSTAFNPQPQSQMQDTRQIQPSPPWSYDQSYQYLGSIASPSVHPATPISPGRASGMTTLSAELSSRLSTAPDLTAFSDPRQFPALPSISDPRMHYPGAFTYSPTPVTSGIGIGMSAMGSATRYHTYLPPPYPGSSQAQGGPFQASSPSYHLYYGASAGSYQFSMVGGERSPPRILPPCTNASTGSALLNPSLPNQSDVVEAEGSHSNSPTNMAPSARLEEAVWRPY
Target sequence (Q13951 whole entry, looked up, the tested form may be a part): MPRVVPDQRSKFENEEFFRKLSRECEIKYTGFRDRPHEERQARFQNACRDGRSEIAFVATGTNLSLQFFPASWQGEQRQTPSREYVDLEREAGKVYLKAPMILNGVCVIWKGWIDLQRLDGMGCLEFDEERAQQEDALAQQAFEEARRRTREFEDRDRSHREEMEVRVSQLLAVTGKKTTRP
Runt-CBFb FRET = blocks binding of human RUNX1 Runt domain to CBFb; 220,000 compounds, 0.46% hits; inhibition, % at 20 µM; AID 1496; Cerulean-Runt/Venus-CBFb FRET ratio 530/480, 1 h;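 active = inhibition over about 50% at 20 µM in the single-dose screen, limit read from the data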;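 also: 0% = DMSO wells and 100% = excess unlabeled CBFb competitor control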
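Buffer or medium: Tris pH 7.5 buffer with BSA. Assay system: Cerulean-labeled Runt domain protein. Amount: each fluorescent fusion protein 100 nM. Read-out basis: loss of energy transfer signal. Incubation: 1 h compound exposure, room temperature. Probe or stimulus: Venus-CBFb binding partner, 100 nM. Detection: FRET, excitation 422 nm, emission at 530 and 480 nm.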
14-3-3 Bad PPI = disrupts binding of bovine 14-3-3 zeta to phospho-Bad peptide. 220,000 compounds, 0.71% hits. AID 781. P63103. inhibition, % at 21.7 µM. TR-FRET 14-3-3zeta/Dy647-pBad peptide displacement, 1 h;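 active = inhibition above about 70%, limit read from the data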;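 also: 0% = full 14-3-3 plus peptide FRET controls and 100% = background without 14-3-3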
TbHK1 inh = T. brucei hexokinase 1 inhibition; 220,000 compounds, 0.11% hits; AID 1430; recombinant TbHK1, G6PDH-coupled NADH A340; inhibition, % at 10 µM;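 active = inhibition of 50% or more in the single-dose primary screen; inactive = inhibition below 50%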
Hck-Nef inh = inhibitors of human Hck kinase activated by Nef | Recombinant Hck-YEEI plus Nef, Z-Lyte FRET kinase assay | 220,000 compounds, 0.68% hits | AID 463187 | P08631 | inhibition, % at 20 µM;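 active = Hck-Nef kinase inhibition above about 50%, limit read from the data; inactive = inhibition below that limit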;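 also: 0% = DMSO with Hck plus Nef and 100% = Hck alone without Nef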
MDM2 E3 inh = Mdm2 E3 ligase (human) inhibition; Q00987; cell-based MDM2 ubiquitination luciferase reporter, 2 h; 0 = plate control, 100 = twice control, blank-subtracted; signal enhancement, % at 5 µM; 210,000 compounds, 0.11% hits;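 active = signal enhancement of 30% or more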;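 also: luminescence tracks abundance of the self-degrading MDM2-luciferase fusion protein; higher signal means inhibition of MDM2 E3 ligase activity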
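test system = mammalian cells stably expressing self-ubiquitinating, self-degrading MDM2 E3–luciferase fusion | quantity = 2000 cells/well | incubation = cell settling 4 h, compound treatment 2 h, both 37 °C | signal = luminescence with SteadyLite reagent, 15 min at room temperature | evaluation = % enhancement relative to plate controls after blank subtraction | benchmarks = plate controls and plate blanks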
p47phox inh = blocks human p47phox regulatory protein of NADPH oxidases. inhibition, % at 24.7 µM. 220,000 compounds, 0.53% hits. AID 1274. p47phox/p22phox peptide binding, fluorescence polarization, 2 h. P14598;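 active = inhibition above about 30%, limit read from the data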;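 also: 0% = p47phox with labelled peptide and 100% = labelled peptide alone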
Target sequence (P14598 whole entry, looked up): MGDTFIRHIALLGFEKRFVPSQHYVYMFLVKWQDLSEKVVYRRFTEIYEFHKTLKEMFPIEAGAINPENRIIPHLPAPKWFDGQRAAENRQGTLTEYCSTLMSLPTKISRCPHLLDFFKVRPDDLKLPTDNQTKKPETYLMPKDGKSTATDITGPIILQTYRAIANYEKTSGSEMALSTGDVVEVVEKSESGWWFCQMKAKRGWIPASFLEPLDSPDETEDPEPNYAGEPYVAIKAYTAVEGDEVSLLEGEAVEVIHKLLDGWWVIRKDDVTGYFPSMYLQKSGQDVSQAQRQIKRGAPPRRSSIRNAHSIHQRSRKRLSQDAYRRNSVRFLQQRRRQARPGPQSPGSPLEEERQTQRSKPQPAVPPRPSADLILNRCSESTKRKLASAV
EBV gp42 inh = inhibitors of Epstein-Barr virus glycoprotein 42 | Q1HVG2 | inhibition, % (tested at 21.74 µM) | 220,000 compounds, 0.42% hits | Fluorescence polarization binding assay, mP read-out; in the data active = inhibition above about 50%
The depositor's hits bear a star; x = no result given; [ ] = dose if it differs, or a comment.

SMILES	zVAD death inh	Runt-SMMHC FRET	Runt-CBFb FRET	14-3-3 Bad PPI	TbHK1 inh	Hck-Nef inh	MDM2 E3 inh	p47phox inh	EBV gp42 inh
CCOCCCNC(=O)C(Cc1ccccc1)NC(=O)c1ccco1 (configuration not stated)	-0.7	-3	1	11	5	5	-18	9	2
COC(=O)CSc1nnc2cc(C)c3ccccc3n12	0.9	-6	2	5	-7	28	x	1	-11
COCc1ccc(CN2CCCC(CO)(Cc3ccccc3)C2)o1 (configuration not stated)	0.2	1	0	4	-5	22	-3	-5	-8
CC1=C(C(=O)N2CCCCC2)C(c2cccs2)NC(=O)N1 (configuration not stated)	-0.5	1	0	-5	-2	0	-7	-13	-1
COc1ccc(N2CCN(C(=O)c3ccc(N4C(=O)NC5CC4(C)Oc4ccccc45)cc3)CC2)cc1 (configuration not stated)	0.1	-4	-1	3	0	2	-11	-22	-11
COc1ccccc1NC(=S)N(Cc1cccs1)C1CCCC1	-0.8	1	5	-3	1	4	-6	2	4
C=CCNc1ncnc2ccccc12	-0.2	0	2	x	6	2	x	x	x
Cc1ccc(-c2cc3nc(-c4ccccc4)cc(N4CCOCC4)n3n2)cc1	-0.3	-1	-2	6	-11	12	x	-35	-29
CCOC(=O)c1c(C)[nH]c(C)c1C(=O)COC(=O)/C=C/c1ccc(Cl)cc1	-0.1	2	-2	6[fluorescence artefact?]	-1	4	2	-52	-16
COC(=O)c1ccc2c(c1)C(=O)N(C1CCCCC1)C2=O	0.6	1	-4	-2	9	-1	-18	-8	-1
CCC(=O)OC1CC(C)N(C(=O)c2ccccc2)c2ccc(C)cc21 (configuration not stated)	-0.5	1	-2	-5[fluorescence artefact?]	0	2	-2	4	2
COC(=O)Cn1cc(C(=O)C2CC2)c2ccccc21	0.4	1	0	-2[fluorescence artefact?]	4	-1	-5	-11	-14
CCSc1nc2sc3c(c2c(=O)n1-c1ccc(OC)cc1)CCN(C)C3	-0.6	6	0	5	-42	2	-10	-14	-22
CCn1nc(C)c(NC(=O)/C=C/c2ccc(OC)c(COc3ccc(Cl)cc3Br)c2)c1C	0.6	-10	-4	77*	-6	99*	-6	71*	16
CCN(CC)CC(=O)NN(Cc1ccccc1)c1ccccc1	-0.1	-1	2	20	-4	17	-16	-9	-12
O=C(O)Cn1cnc2ccccc2c1=O	-0.9	1	2	17	-11	2	-6	-10	-1
Cc1ccc(NC(=O)CSCC(=O)NC2CCCCC2)cc1	1.3	-3	0	-7[fluorescence artefact?]	24	2	-11	-20	-12
O=S1(=O)C[C@@H]2N=C(N/N=C/c3ccccc3)S[C@@H]2C1	0.7	0	1	-5	-2	19	-10	-14	-16
CCCCNC(=S)NNC(=O)c1nn(C)c(C)c1Cl	0.2	0	-1	-9	7	9	-2	-2	-9
Cc1ccc(N2C(=O)CN(Cc3cccs3)C2=S)cc1C	1.2	2	0	1	2	21	-6	-8	-8

Reformatted with values under each structure: part of the list above.
Below each compound: zVAD death inh | Runt-SMMHC FRET | Runt-CBFb FRET | 14-3-3 Bad PPI | TbHK1 inh | Hck-Nef inh | MDM2 E3 inh | p47phox inh | EBV gp42 inh
- CCOC(=O)c1c(C)[nH]c(C)c1C(=O)COC(=O)/C=C/c1ccc(Cl)cc1
  -0.1 | 2 | -2 | 6[fluorescence artefact?] | -1 | 4 | 2 | -52 | -16
- COC(=O)c1ccc2c(c1)C(=O)N(C1CCCCC1)C2=O
  0.6 | 1 | -4 | -2 | 9 | -1 | -18 | -8 | -1
- CCC(=O)OC1CC(C)N(C(=O)c2ccccc2)c2ccc(C)cc21 (configuration not stated)
  -0.5 | 1 | -2 | -5[fluorescence artefact?] | 0 | 2 | -2 | 4 | 2
- COC(=O)Cn1cc(C(=O)C2CC2)c2ccccc21
  0.4 | 1 | 0 | -2[fluorescence artefact?] | 4 | -1 | -5 | -11 | -14
- CCSc1nc2sc3c(c2c(=O)n1-c1ccc(OC)cc1)CCN(C)C3
  -0.6 | 6 | 0 | 5 | -42 | 2 | -10 | -14 | -22
- CCn1nc(C)c(NC(=O)/C=C/c2ccc(OC)c(COc3ccc(Cl)cc3Br)c2)c1C
  0.6 | -10 | -4 | 77* | -6 | 99* | -6 | 71* | 16
- CCN(CC)CC(=O)NN(Cc1ccccc1)c1ccccc1
  -0.1 | -1 | 2 | 20 | -4 | 17 | -16 | -9 | -12
- O=C(O)Cn1cnc2ccccc2c1=O
  -0.9 | 1 | 2 | 17 | -11 | 2 | -6 | -10 | -1
- Cc1ccc(NC(=O)CSCC(=O)NC2CCCCC2)cc1
  1.3 | -3 | 0 | -7[fluorescence artefact?] | 24 | 2 | -11 | -20 | -12
- O=S1(=O)C[C@@H]2N=C(N/N=C/c3ccccc3)S[C@@H]2C1
  0.7 | 0 | 1 | -5 | -2 | 19 | -10 | -14 | -16
- CCCCNC(=S)NNC(=O)c1nn(C)c(C)c1Cl
  0.2 | 0 | -1 | -9 | 7 | 9 | -2 | -2 | -9
- Cc1ccc(N2C(=O)CN(Cc3cccs3)C2=S)cc1C
  1.2 | 2 | 0 | 1 | 2 | 21 | -6 | -8 | -8

The list continues:
SMILES	zVAD death inh	Runt-SMMHC FRET	Runt-CBFb FRET	14-3-3 Bad PPI	TbHK1 inh	Hck-Nef inh	MDM2 E3 inh	p47phox inh	EBV gp42 inh
CC1CCCCN1C(=O)Nc1cccc(C(F)(F)F)c1 (configuration not stated)	4.1	0	-2	-6	-2	31	6	-11	6
C=CCNC(=O)c1onc(CSc2ccccc2C)c1C(=O)O	0.1	2	-1	43[fluorescence artefact?]	5	1	-20	1	-6
O=C(Cn1nnc(-c2ccncc2)n1)NCCc1ccccc1	1.7	-4	0	-7	1	1	-21	-18	1
S=c1[nH]nc(C2CCCCC2)n1/N=C/c1cccs1	0.1	21	12	-5	-3	0	-9	-6	-9
O=C(O)c1ccc(N2C(=O)C3ON(c4ccccc4)C(c4ccccc4F)C3C2=O)cc1 (configuration not stated)	0.7	-3	-1	-1	-2	2	-10	-6	-13
CCCCC(CCC(=O)Nc1ccc(C(=O)OC)cc1)C(=O)O (configuration not stated)	-0.2	-2	-1	14[fluorescence artefact?]	-1	0	9	-10	-20
Cc1cccc(N2C(N)=NC(N)=NC23CCCCC3)c1	-0.2	-3	-1	-4	5	-1	3	-3	-15
Cc1ccc2c(c1)nnn2C1CCN(CC(=O)c2ccc(Cl)cc2)CC1	0.1	-3	-3	2	42	4	-26	-19	11
CC(C)CC(=O)NC1(C(F)(F)F)C(=O)N(CC(C)C)C2=C1C(=O)CC(C)(C)C2 (configuration not stated)	-0.6	-2	-2	9[fluorescence artefact?]	-6	-6	-28	3	0
COc1ccccc1NC(=O)Cn1cnc2c(oc3ccccc32)c1=O	1.0	2	1	9	-2	7	-14	-6	-22
Cc1ccc(-c2n[nH]c3c2C(c2cccc(O)c2)N(c2ccc(C(=O)O)cc2)C3=O)cc1 (configuration not stated)	1.0	1	0	5	-4	30	-11	-11	-14
O=C(Nc1nccs1)C1CCCN1S(=O)(=O)c1cccc2cccnc12 (configuration not stated)	0.3	2	2	13	-1	8	-15	-7	2
COc1ccc2[nH]c(C)c(CCN(Cc3cccs3)C(=S)Nc3ccc(F)cc3)c2c1	1.6	-37	-1	-3	-4	-1	-5	-24	4
c1ccc(Oc2nc(Oc3ccccc3)nc(N3CCOCC3)n2)cc1	0.3	0	-2	-6	4	3	-12	-1	1
Cc1ccc2cc(COC(=O)c3ccncc3)c(=O)[nH]c2c1	1.8	-3	-4	4[fluorescence artefact?]	-18	4	2	-15	-65
Cc1nc(SCC(=O)Nc2nc3ccccc3s2)c(C#N)c(C)c1C	0.6	69	25	-15	21	9	-80	-10	-14
CC1(C)Cc2ccccc2C(=NCCCCCC(=O)O)N1	0.9	-4	-4	-2[fluorescence artefact?]	-2	6	-5	-2	-8
COc1ccc(C(=O)/C=C\N2CCOCC2)cc1	0.7	-1	-1	-8[fluorescence artefact?]	-40	1	-7	-14	-1
COC(=O)C1=C(C)N(Cc2cccnc2)C(=O)/C1=C\c1sccc1C	5.1	-4	-2	4	-18	13	0	-15	6
O=C(Nc1ccc(-c2ccccc2)cc1)c1ccco1	4.0	4	-2	-2	-4	9	-7	-2	-11

By substructure: the entries above containing a CF3 group
SMILES	zVAD death inh	Runt-SMMHC FRET	Runt-CBFb FRET	14-3-3 Bad PPI	TbHK1 inh	Hck-Nef inh	MDM2 E3 inh	p47phox inh	EBV gp42 inh
CC1CCCCN1C(=O)Nc1cccc(C(F)(F)F)c1 (configuration not stated)	4.1	0	-2	-6	-2	31	6	-11	6
CC(C)CC(=O)NC1(C(F)(F)F)C(=O)N(CC(C)C)C2=C1C(=O)CC(C)(C)C2 (configuration not stated)	-0.6	-2	-2	9[fluorescence artefact?]	-6	-6	-28	3	0

Following part.
SMILES	zVAD death inh	Runt-SMMHC FRET	Runt-CBFb FRET	14-3-3 Bad PPI	TbHK1 inh	Hck-Nef inh	MDM2 E3 inh	p47phox inh	EBV gp42 inh
COC(=O)CCC(=O)Nc1nnc(C(F)(F)F)s1	0.4	-2	0	-3	-8	2	-19	-3	-15
O=C(CSc1nnc(-c2ccco2)o1)c1ccccc1	0.3	-10	2	-4	9	3	-14	-5	-1
COc1cccc(/C=N/c2sc(Cc3ccccc3)c(C)c2C(N)=O)c1O	1.2	14	29	-11[fluorescence artefact?]	11	5	-10	-7	-12
Cc1cc(C)nc(NS(=O)(=O)c2ccc(NC(=O)c3ccc(S(=O)(=O)N4CCOCC4)cc3)cc2)n1	-0.2	1	-3	2	0	1	-15	-2	-10
CSc1nnc(C)c(=O)n1COC(=O)c1ccc(S(=O)(=O)N(C)C)cc1	0.6	10	0	-6[fluorescence artefact?]	-3	5	5	-13	-18
C=CCn1c(C)cc(C(=O)COC(=O)c2ccc3c(c2)NC(=O)CS3)c1C	73	-14	2	-30	-3	5	-24	-15	13
COc1ccc(C2NC3=C(CCC3)C3(C#N)C(OC)(OC)N=C(N)C23C#N)cc1 (configuration not stated)	0.9	-8	x	-3	-6	3	-19	-15	3
COC(=O)c1cnc2c(c(C)nn2C)c1OC	1.1	0	0	0	1	-12	2	1	-11
O=C(CCCN1C(=O)c2cccc3cccc(c23)C1=O)NCc1ccco1	1.8	-1	0	0	-18	22	-5	2	-23
Cc1ccc(C(O)CN2C3=NCCCN3c3ccccc32)cc1 (configuration not stated)	-0.3	0	2	1[fluorescence artefact?]	1	-10	-10	12	-10
COCCOC(=O)c1c(C)n(C)c2ccc(OC(=O)N3CCOCC3)cc12	-0.1	-3	-1	1	1	0	-16	-7	-14
Cn1cccc1/C=N/NC(=O)c1sc2ccccc2c1Cl	0.5	0	1	-5	-35	0	-8	-17	-12
CC(=O)Nc1cc2c(cc1NC(=O)c1cnccn1)OCCO2	0.1	-1	0	9[fluorescence artefact?]	-9	2	-2	-6	-15
